14-3-3g Raf = alters human 14-3-3 gamma binding to Raf peptide. P61981. FP, 14-3-3gamma / TMR-pS259-Raf peptide binding. inhibition, % at 40 µM. hit rate 0.19% among 160,000; in the data active = inhibition above about 30%;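 note: 0% = protein plus tracer without compound and 100% = blank with tracer alone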
Target sequence (P61981 whole entry, looked up): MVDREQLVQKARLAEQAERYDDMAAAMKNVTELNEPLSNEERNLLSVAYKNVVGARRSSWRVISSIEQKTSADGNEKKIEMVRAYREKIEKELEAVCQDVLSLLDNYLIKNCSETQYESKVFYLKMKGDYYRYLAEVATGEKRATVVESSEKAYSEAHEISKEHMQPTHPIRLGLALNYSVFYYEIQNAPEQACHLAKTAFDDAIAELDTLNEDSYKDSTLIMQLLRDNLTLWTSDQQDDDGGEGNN
Starred values were filed as active, the others as inactive; & = joins results of further samples. Not all compounds are listed; count on the stated rates, not on these rows.

SMILES	14-3-3g Raf
COC(=O)C1=C(C(=O)OC)SC(=C2C(=S)C(C)(C)N(C(=O)c3ccccc3Cl)c3ccccc32)S1	10
CCCCCCCCCCCCCCSCC(=O)O	4
CCCCCSc1nc2c(c(=O)[nH]c(=O)n2C)n1C(C)C	-1
O=C(c1ccccc1)c1cccn1CC(=O)N1CCN(c2ccccc2)CC1	-8
C/C(N)=C(/C#N)C(=O)CSc1nc(C2CCCCC2)n(-c2ccccc2)n1	2
CCCSc1nnc2c(n1)OC(c1cccc(OCC)c1OC)Nc1ccccc1-2 (stereo unspecified)	-72
Cn1c(=O)c(C(=O)Nc2ccccc2Cl)c(O)c2ccccc21	-3
COc1ccc(Cl)cc1NC(=O)CCC(=O)Nc1ccc2nc(N3CC(C)CC(C)C3)cc(C)c2c1 (stereo unspecified)	4
Cc1ccc(CNC(=O)C2CC(=O)OC23CCCC3)c(C)c1 (stereo unspecified)	-10
COc1cccc(N2CC(C(=O)OC(C)C(=O)c3ccccc3)CC2=O)c1 (stereo unspecified)	-9
O=C(NCC1CCCO1)c1c[nH]c2ccc(S(=O)(=O)Nc3cccc(C(F)(F)F)c3)cc2c1=O (stereo unspecified)	-8
COc1cccc(/C=C/c2ccncc2)c1OC	0

Individual results from the list.
In 14-3-3g Raf, Cn1c(=O)c(C(=O)Nc2ccccc2Cl)c(O)c2ccccc21 shows -3
In 14-3-3g Raf, CCCSc1nnc2c(n1)OC(c1cccc(OCC)c1OC)Nc1ccccc1-2 (stereo unspecified) shows -72
In 14-3-3g Raf, O=C(NCC1CCCO1)c1c[nH]c2ccc(S(=O)(=O)Nc3cccc(C(F)(F)F)c3)cc2c1=O (stereo unspecified) shows -8

Other results follow:
SMILES	14-3-3g Raf
O=C(NCc1ccc2c(c1)OCO2)c1sc(=S)n2c1[nH]c(=O)c1sccc12	-28
O=S(=O)(c1cccc2nonc12)N1CCC(Cc2ccccc2)CC1	-7
COc1ccc2c(=O)c(Oc3cccc(C)c3)c(C(F)(F)F)oc2c1	0
Cc1ccc(-c2nc(C3CCCN(S(=O)(=O)c4ccc(C)cc4)C3)no2)cc1 (stereo unspecified)	5
CN(C)c1ccc(C(=O)Nc2nc3ccc(Cl)cc3s2)cc1	-1
CCOC(=O)C1=C(CS(=O)(=O)c2ccccc2)NC(=O)NC1c1ccccc1OCC (stereo unspecified)	8
Nc1c(C(=O)NCc2ccco2)nnn1Cc1ccccc1	-7
O=C(NCc1cccs1)C1CCN(S(=O)(=O)c2cccnc2)CC1	1
Cc1ccnc(NC(=O)Nc2cccc(F)c2)c1	1
CCC(C)(C(=O)NC1CCCC1)N(C(C)=O)c1ccc(C)cc1 (stereo unspecified)	-19
O=C(CN1CCCC(O)C1)N1c2ccccc2Sc2ccc(C(F)(F)F)cc21 (stereo unspecified)	6
COc1ccc(NC(=O)CSc2nnc(CNC(=O)c3ccco3)n2-c2ccccc2OC)cc1	1
CCN(C(=O)c1coc(=O)c2ccccc12)c1cccc(Cl)c1	-1
CCOc1ccc(NC(=O)c2ccc(N3CC4CC(C3)c3cccc(=O)n3C4)c(NC(=O)c3ccccc3Br)c2)cc1 (stereo unspecified)	-24
O=C(Nc1ccc(Br)cc1)c1ccccc1I	-1
CCSc1nnc2c(n1)OC(c1cccnc1)Nc1ccc(Br)cc1-2 (stereo unspecified)	-1
Cc1ccc(C(=O)Nc2nnn(C)n2)cc1	-4
CCOc1c(Br)cc(C(c2c(C)[nH][nH]c2=O)c2c(C)[nH][nH]c2=O)cc1OC	6
CC1CCc2c(sc(NC(=O)Nc3ccc(Cl)cc3)c2C(N)=O)C1 (stereo unspecified)	-1
COC(=O)c1ccc(CSc2nc3scc(-c4cccs4)c3c(=O)[nH]2)o1	-5
CN1CCN(CC(=O)Nc2c(C(=O)C3CC3)oc3ccccc23)CC1	-3
Cc1nc(SCc2c(F)cccc2Cl)c2c(=O)n(C)c(=O)n(C)c2n1	-2
COCCOC(=O)c1ccc(NC(=O)c2cccc(Br)c2)cc1	-3
Cc1cccc(CN2CCN(CC(=O)NC3CCCCCCC3)C2=O)c1	-10
COc1ccc(S(=O)(=O)N(CC(=O)O)c2ccc(C)cc2)cc1	1
O=C1C2CCCN2C(c2ccccc2F)N1c1ccc(Cl)cc1 (stereo unspecified)	-3
COC(=O)c1c[nH]c2ccc(S(=O)(=O)N(C)C3CCCCC3)cc2c1=O	-11
Cc1noc(C)c1C(=O)Nc1cccnc1	1
COc1ccc(-c2c3c(nc4sc(C(=O)Nc5ccccc5F)c(N)c24)CC(C)(C)CC3=O)cc1	-3
COc1ccc(CN2C(=O)C3C4C=CC(C4)C3C2=O)cc1 (stereo unspecified)	-1
N#Cc1cc2c(nc1SCC(=O)O)CCC2	4
CC1CCCCN1c1cc(Nc2ccc3c(c2)OCO3)c2c3c(onc13)-c1ccccc1C2=O (stereo unspecified)	-253
O=C(c1ccc(F)cc1)c1ccc(N2CCCC2)cc1	-11&-13
Cn1cccc1CN1CCN(S(C)(=O)=O)CC1	-9
CC1=C(C(=O)Oc2ccccc2)C2(C)C3C(=O)N(Cc4ccccc4)C(=O)C3C1C1C(=O)N(Cc3ccccc3)C(=O)C12 (stereo unspecified)	-91
CCCC(=O)NC(c1ccccc1OC)c1cc(Cl)c2cccnc2c1O (stereo unspecified)	-2

Seven compounds picked at random from those above:
SMILES	14-3-3g Raf
COc1ccc(S(=O)(=O)N(CC(=O)O)c2ccc(C)cc2)cc1	1
COC(=O)c1c[nH]c2ccc(S(=O)(=O)N(C)C3CCCCC3)cc2c1=O	-11
COc1ccc(CN2C(=O)C3C4C=CC(C4)C3C2=O)cc1 (stereo unspecified)	-1
Cn1cccc1CN1CCN(S(C)(=O)=O)CC1	-9
CC1CCCCN1c1cc(Nc2ccc3c(c2)OCO3)c2c3c(onc13)-c1ccccc1C2=O (stereo unspecified)	-253
O=C1C2CCCN2C(c2ccccc2F)N1c1ccc(Cl)cc1 (stereo unspecified)	-3
COc1ccc(-c2c3c(nc4sc(C(=O)Nc5ccccc5F)c(N)c24)CC(C)(C)CC3=O)cc1	-3

The list continues.
SMILES	14-3-3g Raf
COc1ccc([N+](=O)[O-])cc1NC(=O)c1sc2nc(C)nc(N3CCCCC3)c2c1C	6
COc1ccccc1N1CCN(S(=O)(=O)c2cccc3nsnc23)CC1	-1
O=C(CSc1cccc2cccnc12)Nc1ccc(OC(F)(F)Cl)cc1	-8
CC(c1nnc(SCC(=O)c2c(N)n(C)c(=O)n(C)c2=O)n1-c1ccc(Cl)cc1)N(C)C (stereo unspecified)	0
O=C(Nc1nc2ccc(S(=O)(=O)N3CCCCC3)cc2s1)C1CCCO1 (stereo unspecified)	-9
O=C(Cn1c(Cc2ccccc2)nc2sc3c(c2c1=O)CCCC3)Nc1cccc(C(F)(F)F)c1	-10
Cn1ncc(Cl)c1C(=O)Nc1cccnc1	-6
Cc1nc2cc(C(F)(F)F)ccc2n1C1CCN(C(=O)N2CCOCC2)CC1	3
CCN(CC)S(=O)(=O)c1ccc(C(=O)Nc2c3c(nn2-c2ccc(C)cc2)CS(=O)(=O)C3)cc1	-1
O=S1(=O)CC2SC(=S)N(Cc3ccccc3)C2C1 (stereo unspecified)	-4
Cc1nc2ccc(CCO)cc2s1	0&3
CCOC(=O)c1ccc(NC(=O)CN(C)S(=O)(=O)c2ccc(Br)s2)cc1	-9
Cc1ccc2nc(SCC(=O)Nc3cccc(C)c3C)[nH]c2c1	0
O=C(NCCN1CCOCC1)[C@H](Cc1ccccc1)N1C(=O)c2ccccc2C1=O	-4
CC1=C(C(=O)OCC2CCCO2)C(c2ccc(F)cc2)C2=C(CCCC2=O)N1 (stereo unspecified)	9
COc1cc(NC(=O)c2nn(C)cc2[N+](=O)[O-])cc(OC)c1OC	-1
O=C(CSCC(=O)Nc1ccccn1)Nc1ccc2ccccc2c1	0
COc1ccc(CCN(C(=O)c2ccccc2)C2=CC3CCC(C2)N3C)cc1OC (stereo unspecified)	-8
CCC1CCCCN1C(=O)c1cc2cc(Br)ccc2oc1=O (stereo unspecified)	1
CC1=C(C(=O)OCC(C)C)C(c2cccc(F)c2)N2C(=O)C(C)SC2=N1 (stereo unspecified)	-7&0
CN(C)c1ccc(CN(C(=O)c2ccccc2)C2CCS(=O)(=O)C2)cc1 (stereo unspecified)	-3
CCOC(=O)C1CCCN(c2c(Nc3cccc(C)c3)c(=O)c2=O)C1 (stereo unspecified)	0
Cc1ccc(CNC(=O)Cn2c(=O)n(Cc3ccccc3)c(=O)c3c(C)c(C)sc32)cc1	-3
c1ccc(Sc2ncnc3c2oc2ccccc23)nc1	-1

7 entries from above, set out differently:
molecule,14-3-3g Raf
O=C(Cn1c(Cc2ccccc2)nc2sc3c(c2c1=O)CCCC3)Nc1cccc(C(F)(F)F)c1,-10
COC(=O)c1ccc(CSc2nc3scc(-c4cccs4)c3c(=O)[nH]2)o1,-5
Cn1ncc(Cl)c1C(=O)Nc1cccnc1,-6
CC1CCc2c(sc(NC(=O)Nc3ccc(Cl)cc3)c2C(N)=O)C1 (stereo unspecified),-1
Cc1noc(C)c1C(=O)Nc1cccnc1,1
Cc1cccc(CN2CCN(CC(=O)NC3CCCCCCC3)C2=O)c1,-10
CN1CCN(CC(=O)Nc2c(C(=O)C3CC3)oc3ccccc23)CC1,-3

Part of the list above, field by field:
smiles: CC1=C(C(=O)OCC2CCCO2)C(c2ccc(F)cc2)C2=C(CCCC2=O)N1 (stereo unspecified)
  14-3-3g Raf: 9

smiles: CN(C)c1ccc(CN(C(=O)c2ccccc2)C2CCS(=O)(=O)C2)cc1 (stereo unspecified)
  14-3-3g Raf: -3

Next part:
SMILES	14-3-3g Raf
Cc1cccc(Oc2coc3cc(OCc4ccccc4)ccc3c2=O)c1	-22
CCOC(=O)c1sc2nc(NC(=O)C3CCCCC3)sc2c1C	-5
COc1cc(C)nc(NC(=O)Nc2sc(=S)n(C)c2C)n1	-3
O=C(NCc1ccc(F)cc1)c1cc2c(=O)[nH]c3ccccc3c2s1	-68
Cc1cccc(NS(=O)(=O)c2ccccc2)n1	5&-1
COc1ccc(N=Cc2cccc(OC)c2O)c(OC)c1	-8
Cn1c(C(=O)N2CCN(C(=O)c3ccco3)CC2)cc2c(=O)[nH]c3ccccc3c21	-3
Cc1csc2nc(CNS(=O)(=O)c3ccc4c(c3)CCCC4)cn12	-11
Cc1ccc(C)n1-c1ncn[nH]1	-9
Cc1ccc(CNC(=O)CSCc2ccccc2Cl)cc1	-1
O=C(Nc1nc(-c2cc3ccccc3oc2=O)cs1)c1ccc(S(=O)(=O)N2CCc3ccccc32)cc1	-43
CC(=O)c1c(C)c2c(n1CCN(C)C)CCCC2	-7
CCSc1nc2c(c(=O)[nH]1)C(c1ccc(Cl)cc1)C1=C(CC(C)(C)CC1=O)N2 (stereo unspecified)	-9
CCOC(=O)c1c(NC(=O)c2ccccc2)sc(C(=O)Nc2ccccc2C)c1C	5
O=C(NCCN1CCCC1)C1CCN(S(=O)(=O)c2cccc3nsnc23)CC1	2
COc1ccc2nc3oc(C(=O)Nc4cccc(C#N)c4)cc3cc2c1	-8
CC(C)N1CC(C(=O)O)CC1=O (stereo unspecified)	-6
C=CCNC(=O)C1C(=O)NC2(C)CC1c1ccccc1O2 (stereo unspecified)	5
CCOc1ccc(NC(=O)c2ccc(C(=O)c3ccccc3)cc2)c([N+](=O)[O-])c1	-3
O=C(CSc1nc2ccccc2o1)Nc1nc2c(s1)CCCC2	-141
Cc1cccc(N(CC(=O)NCc2cccnc2)S(=O)(=O)c2ccccc2)c1C	-4
CCc1ccc(O)c(N=Cc2cc(C)ccc2O)c1	-38
O=C(Nc1ccc(NC(=O)c2cccs2)cc1)c1ccc2c(c1)OCCO2	-6
O=C(CSc1nc2c(cnn2-c2ccccc2)c(=O)[nH]1)N1CCc2ccccc21	-6
CC1=CC(C)(C)Nc2ccc(OC(=O)CN3C(=O)CCC3=O)cc21	-3
Cc1oc2cc3oc(=O)c4c(c3cc2c1-c1ccccc1)CCCC4	-7
CC(=O)N1CCc2cc(S(=O)(=O)Nc3ccc(OC(F)(F)F)cc3)ccc21	-3
CCCCSC1CCCCC1OC(=O)c1ccc(Cl)cc1 (stereo unspecified)	-6
O=C(c1ccccc1F)N(Cc1ccccc1)c1ccccn1	-263
CC(=O)Nc1nc(N2C(=O)c3ccccc3C2=O)n(-c2ccccc2)n1	-6
O=c1[nH]c2ccccc2nc1Cc1ccccc1Br	2
CCCCn1nnc(NC(=O)Cc2ccc(Cl)cc2)n1	1
COc1ccc2cc(CN(C(=O)Nc3ccccc3OC)C3CCCC3)c(=O)[nH]c2c1	-12
Cn1c(CCNC(=O)c2ccccc2F)nnc1SCc1nc2ccccc2c(=O)[nH]1	-12
O=C1NCCCN1Cc1ccc(Cl)cc1	-16
Cc1cc(-c2ccccc2)n(-c2cc(Cl)ncn2)n1	-14
CCCCOc1ccc(S(N)(=O)=O)cc1	-1
Cc1nnc(NC(=O)c2cn(C)c(=O)c3ccccc23)s1	-1
CC(C)N=c1cccccc1NC(C)C	2
CCN(CC)S(=O)(=O)c1ccc(C(=O)Nc2ccc3c(c2)OCCO3)cc1	-6
CC(O)COc1ccc(/C(=N/O)c2ccccc2)cc1 (stereo unspecified)	1
COc1ccc(C(=O)COC(=O)CCn2nnc(-c3cccc(O)c3OC)n2)cc1	-7
O=C(Nc1nccs1)c1cc2cc(Cl)ccc2oc1=Nc1cccc(C(F)(F)F)c1	0
O=C1CSC2(C(=O)Nc3ccccc32)N1c1cccc(Br)c1 (stereo unspecified)	-38
O=C1C2C3C=CC(C3=C(c3ccccc3)c3ccccc3)C2C(=O)N1c1cccc2cccnc12 (stereo unspecified)	1
CC1(C)Cc2c(C#N)c(SCC(=O)c3ccccc3)nc(N3CCOCC3)c2CO1	-6
Cc1ccc2nc(-c3ccc(Cl)cc3)cc(C#N)c2c1	-6
CSC1=NCCN1C(=O)Cc1ccc(Cl)cc1	-3
CCN(c1cccc(C)c1)S(=O)(=O)c1ccc2[nH]cc(C(=O)N3CCN(c4ccc(OC)cc4)CC3)c(=O)c2c1	2
Cc1ccc(-n2c(=O)c3sccc3n(Cc3cc(=O)n4ccccc4n3)c2=O)cc1	-2
O=C(Nc1ccccc1F)c1ccncc1	10
COC(=O)CCC1Nc2c3ccccc3nc(=S)n2C1=O (stereo unspecified)	-4
C=CCn1c(SCC(=O)c2cc(C)n(C(C)COC)c2C)nc2sc(C)c(C)c2c1=O (stereo unspecified)	-6
CCOC(=O)c1cnc2c(C(F)(F)F)cccc2c1N1CCOCC1	-6
